Source: PubChem
Rv3671c inh – inhibitors of M. tuberculosis serine protease Rv3671c. P9WHR9. inhibition, % at 5.96 µM. 320,000 tested, 0.048% active; in the data active means inhibition above about 38%;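 further: extracellular domain of Rv3671c used as enzyme; 0% = enzyme with DMSO and 100% = no enzyme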
BoNT-F LC inh – blocks Botulinum neurotoxin F light chain protease. Multiplex microsphere protease cleavage assay, flow cytometry. inhibition, % at 10 µM. 360,000 tested, 0.22% active. AID 588497; in the data active means inhibition above about 35%, passing the limit was not always enough; inconclusive means no clear call, values can overlap the other calls; further: plate controls were buffer without enzyme for full effect and enzyme alone for no effect
MazEF act – increases E. coli MazEF RNase cleavage of RNA. P0AE70. FAM/BHQ RNA-DNA oligo cleavage fluorescence, 5 h. activation, % at 20 µM. 350,000 tested, 0.32% active; in the data active means activation above about 50%
Target sequence (P0AE70 whole entry, looked up): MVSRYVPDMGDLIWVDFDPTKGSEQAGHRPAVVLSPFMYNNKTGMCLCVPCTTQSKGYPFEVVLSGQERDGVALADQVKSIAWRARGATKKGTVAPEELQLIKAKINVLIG
VHR inh abs – inhibitors of human VHR1 phosphatase (DUSP3) | P51452 | recombinant VHR phosphatase, pNPP absorbance | inhibition, % at 13.3 µM | 290,000 tested, 0.52% active | AID 1654; in the data active means inhibition above about 50%; further: some compounds called inactive have numbers as strong as hits
Target sequence (P51452 whole entry, looked up): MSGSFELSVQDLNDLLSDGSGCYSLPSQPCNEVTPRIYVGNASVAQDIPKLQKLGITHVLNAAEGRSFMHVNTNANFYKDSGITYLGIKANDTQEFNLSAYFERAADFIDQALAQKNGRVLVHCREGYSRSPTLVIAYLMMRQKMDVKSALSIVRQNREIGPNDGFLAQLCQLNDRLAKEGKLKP
FadD28 FP inh – M. tuberculosis FadD28 bisubstrate binding inhibition; FadD28 bisubstrate probe binding, fluorescence polarization; 360,000 tested, 0.22% active; inhibition, % at 12.5 µM; AID 588549; in the data active means inhibition above about 8.5%, passing the limit was not always enough; inconclusive means no clear call, values can overlap the other calls
Mtb FBA inh – inhibitors of M. tuberculosis fructose-bisphosphate aldolase; 360,000 tested, 2.3% active; P9WQA3; purified M. tuberculosis FBA, fluorescence read-out; inhibition, % at 1 µM; in the data active means inhibition above about 27%;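 further: 0% = vehicle and 100% = reference inhibitor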
Target sequence (P9WQA3 whole entry, looked up): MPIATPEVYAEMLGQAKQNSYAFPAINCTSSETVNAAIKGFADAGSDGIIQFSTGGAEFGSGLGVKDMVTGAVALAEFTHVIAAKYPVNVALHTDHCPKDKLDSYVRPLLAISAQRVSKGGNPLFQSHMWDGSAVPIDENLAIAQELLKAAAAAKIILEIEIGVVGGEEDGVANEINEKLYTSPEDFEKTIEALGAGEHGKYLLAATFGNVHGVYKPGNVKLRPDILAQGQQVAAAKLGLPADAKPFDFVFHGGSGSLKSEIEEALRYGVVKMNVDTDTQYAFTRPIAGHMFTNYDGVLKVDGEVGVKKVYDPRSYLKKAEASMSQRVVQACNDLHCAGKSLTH
CCHFV vOTU inh – blocks the CCHF virus ovarian tumor domain protease; CCHFV vOTU protease, Pep-AMC fluorescence; 370,000 tested, 0.55% active; inhibition, % at 11.5 µM; AID 651958; further: 0% = vehicle wells with enzyme and 100% = no enzyme wells
BioA inh – blocks M. tuberculosis BioA enzyme activity; purified M. tuberculosis BioA enzyme, plate reader; inhibition, % at 9.99 µM; 360,000 tested, 0.096% active; AID 602481; in the data active means inhibition above about 40%; inconclusive means no clear call, values can overlap the other calls
GDH-TPI counter – inhibits GDH-TPI coupling enzymes, artifact for Mtb FBA screen; inhibition, % at 4.8 µM; GDH-TPI coupled enzyme counterscreen, NADH absorbance; 360,000 tested, 1.2% active;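 further: 0% = DMSO wells and 100% = wells lacking the enzyme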
Mtb UGM inh – blocks M. tuberculosis UGM enzyme. P9WIQ1. AID 504406. purified UGM, fluorescence polarization probe displacement. inhibition, % at 10 µM. 320,000 tested, 0.06% active; in the data active means inhibition above about 10%, passing the limit was not always enough; inconclusive means no clear call, values can overlap the other calls
Target sequence (P9WIQ1 whole entry, looked up): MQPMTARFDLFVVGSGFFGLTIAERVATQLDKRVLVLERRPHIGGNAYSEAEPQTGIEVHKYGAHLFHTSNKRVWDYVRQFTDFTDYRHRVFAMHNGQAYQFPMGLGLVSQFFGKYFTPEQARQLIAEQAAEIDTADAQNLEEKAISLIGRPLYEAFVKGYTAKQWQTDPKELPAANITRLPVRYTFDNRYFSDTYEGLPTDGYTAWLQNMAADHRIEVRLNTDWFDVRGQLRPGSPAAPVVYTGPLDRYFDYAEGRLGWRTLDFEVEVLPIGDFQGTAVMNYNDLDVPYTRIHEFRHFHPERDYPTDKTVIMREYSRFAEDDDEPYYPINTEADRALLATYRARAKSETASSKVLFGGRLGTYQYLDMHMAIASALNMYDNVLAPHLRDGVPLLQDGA
An asterisk follows results filed as active; ? = inconclusive; · = not tested or not shown. Unless noted, no stated cut-off is given here; in the data, active means inhibition above about 30%; inactive means the rest.

Below each SMILES: Rv3671c inh | BoNT-F LC inh | MazEF act | VHR inh abs | FadD28 FP inh | Mtb FBA inh | CCHFV vOTU inh | BioA inh | GDH-TPI counter | Mtb UGM inh
1. CCOc1ccc(-c2nnc(Nc3ccc(OC)c(C(=O)N4CCCCC4)c3)c3ccccc23)cc1
    16 | -1 | -5 | 34 | -2.4 | 1 | 3 | 1.2 | 1 | 0.2
2. Cc1c(NC(=O)c2cc(=O)[nH]c(=O)[nH]2)c(=O)n(-c2ccccc2)n1C
    -4 | 0 | 1 | 33 | -1.3 | 2 | -6 | -0.4 | 14 | -0.1
3. CCCCn1c2ccccc2c2nnc(SCCN3CCCCC3)nc21
    · | -4 | 12 | 9 | · | -2 | 3 | 1.9 | 8 | ·
4. CCc1ccc(Nc2n[n+](-c3ccccc3)c(-c3ccc(OCc4ccccc4)cc3)s2)cc1
    -22 | 3 | -10 | 17 | -1.1 | 2 | 24 | -2.1 | 12 | -0.4
5. CCN(C(=O)COC(=O)c1cccc(S(=O)(=O)NCc2ccccc2)c1)c1ccccc1
    · | · | 2 | · | -1.3 | 0 | 15 | 1.4 | -2 | ·
6. Cc1ccc(C(=O)C2CCN(C(=S)NCC3CCCO3)CC2)cc1 (centres undefined)
    -1 | -8 | 0 | 16 | -1.1 | 4 | -6 | 0.9 | 2 | 1.8
7. COc1ccc(CCNC(=O)CSc2nc(O)cc(=O)[nH]2)cc1OC
    -6 | 1 | 4 | 17 | 0.8 | -3 | -12 | -0.8 | 1 | -2.5
8. O=C(NCC(c1ccc(F)cc1)N1CCOCC1)c1cccc(Br)c1 (centres undefined)
    -12 | -3 | -17 | 11 | -2.1 | -1 | -18 | · | 8 | -0.7
9. CC(C)(C)n1ncc2c(=O)n(Cc3c(F)cccc3Cl)cnc21
    -1 | -8 | 0 | 13 | 0.9 | 2 | 12 | 2.5 | -3 | 1.2
10. COC(=O)COc1ccc(/C=C2/SC(=O)N(CC(=O)N3CCCC3)C2=O)cc1Br
    -4 | -3 | 5 | 25 | -4.5 | -3 | 9 | · | 36* | -2.8
11. Cc1cc(C(=O)COC(=O)CC2Sc3ccccc3NC2=O)c(C)n1-c1ccc2c(c1)OCO2 (centres undefined)
    -19 | -7 | 0 | 2 | -0.9 | -1 | 5 | -1.5 | 1 | 0.0
12. COc1ccc(NC(=O)CC2Oc3ccc(C)cc3NC2=O)cc1 (centres undefined)
    7 | -9 | 0 | 17 | -2.5 | 0 | 7 | -1.8 | -2 | -3.9
13. Cc1cc(=O)oc2c(C)c(OCC(=O)N3CCN(c4cccc(Cl)c4)CC3)ccc12
    -8 | -4 | -13 | 17 | -6.5 | 4 | 7 | 11 | -9 | 0.2
14. Cc1cccc(-c2nnc(SCC(=O)N3c4ccccc4CCc4ccccc43)n2C)c1
    5 | 0 | -3 | 5 | 0.9 | 2 | 9 | · | -4 | 2.7
15. C[C@H]1C[C@H]2[C@@H]3CCC4=CC(=O)C=C[C@]4(C)[C@@]3(F)[C@@H](O)C[C@]2(C)[C@@]1(O)C(=O)CO
    2 | -11 | 3 | · | 0.1 | 0 | 0 | -1.0 | -2 | 1.0
16. COc1ccc(OC)c(C(=O)C2COC(=O)C2)c1 (centres undefined)
    1 | -2 | 9 | -8 | -3.8 | -3 | 2 | -0.8 | -13 | 3.5
17. Cc1ccc(Cn2c(C3CCCN3c3nc(-c4ccc(F)cc4)cs3)nc3cc(C(=O)NCCCO)ccc32)cc1 (centres undefined)
    -1 | -3 | -5 | · | -1.2 | 70* | -1 | -3.4 | 9 | 0.5
18. CC(=O)c1ccccc1NC(=O)COC(=O)Cc1cccc(C(F)(F)F)c1
    -8 | 2 | 13 | · | 0.5 | -2 | -1 | 2.0 | -4 | -1.1
19. Cc1ncccc1C(=O)N1CCCC(C(=O)c2ccc3c4c(cccc24)CC3)C1 (centres undefined)
    3 | 0 | 9 | 8 | -1.7 | 23 | -25 | · | 9 | 1.7
20. COC(=O)c1c(C)[nH]c(C(=O)CSc2nnnn2-c2ccccc2)c1C
    -1 | 3 | 20 | 9 | -3.6 | -4 | 5 | -1.7 | 7 | -0.1
21. CCn1nc(NS(=O)(=O)c2ccccc2)c2cc3ccc(C)cc3nc21
    -5 | 2 | -30 | 27 | 1.1 | 1 | 20 | -6.6 | 13 | 4.2
22. O=C(Nc1nnc(N2CCCCCC2)s1)c1cc(-c2ccc(Br)cc2)on1
    0 | 5 | 1 | 21 | -0.1 | -1 | 4 | -1.9 | 5 | 1.4
23. COc1cccc(NC(=O)c2cccc(OC)c2OC)c1
    2 | ? | 0 | 10 | -3.1 | -5 | 0 | 0.2 | -15 | 0.7
24. Cc1ccc(C(=O)NC(C)c2ccccc2)cc1Br (centres undefined)
    1 | -2 | 1 | -4 | -0.2 | 3 | -4 | · | 14 | -0.5
25. Cc1ccc(N2OC3C(=O)NC(=O)C3C2c2ccco2)cc1 (centres undefined)
    2 | -3 | -3 | 16 | 0.5 | 3 | -6 | -0.9 | 9 | -1.1
26. CCCc1ncc(C(O)(c2ccccc2)c2ccc(C)cc2)n1C (centres undefined)
    2 | 3 | 1 | -5 | -4.4 | -2 | 3 | -0.4 | -4 | 0.5
27. Fc1ccc2c(c1)Sc1ccc(Cl)cc1CC2N1CCN(CCC2OCCO2)CC1 (centres undefined)
    6 | -13 | 3 | · | -2.2 | -1 | 10 | · | -1 | 0.1
28. Cc1cccc(OCCCCCNCCO)c1
    5 | -24 | -8 | -5 | -3.0 | 3 | 10 | -0.2 | 2 | 3.6
29. CC(OC(=O)Cn1ccccc1=O)C(=O)Nc1cc(Cl)cc(Cl)c1 (centres undefined)
    -4 | 13 | 0 | · | -3.0 | 1 | -1 | 0.6 | -4 | 1.7
30. Cc1ccc2c(=O)cc(C(=O)NC3CCS(=O)(=O)C3)oc2c1C (centres undefined)
    7 | 4 | 9 | 7 | -3.5 | -5 | 16 | 1.9 | 13 | -0.3
31. O=C(Cc1coc2ccc3ccccc3c12)N1CCc2ccccc21
    -4 | 3 | 2 | 21 | 0.6 | 2 | 10 | -1.9 | -2 | 0.9
32. COC(=O)[C@H](C)[C@@H]1C[C@@]1(C)[C@@H](NC(=O)OCc1ccccc1)c1ccccc1
    -2 | -11 | -2 | -7 | -1.3 | 3 | 6 | 0.5 | 8 | 1.4
33. Cc1ccc(-n2c(Cl)c(Cl)nc(Cl)c2=O)cc1
    -6 | -2 | 4 | -8 | -0.9 | 3 | · | · | 11 | -0.3
34. O=C(Cn1cc(C(F)(F)F)ccc1=O)N/N=C/c1ccc(Cl)c(Cl)c1
    -4 | -5 | -10 | -18 | 2.0 | 0 | 11 | 9.2 | 9 | 1.1
35. O=C(Cn1cnc2c(oc3ccccc32)c1=O)NCC1CCCO1 (centres undefined)
    -1 | -4 | -6 | 33 | -1.6 | -4 | 15 | · | 11 | 1.1
36. COc1ccc(OC)c(CN2CCN(C(=O)c3cccc(S(=O)(=O)Nc4ccc(C)cc4)c3)CC2)c1
    2 | -6 | 1 | · | 0.0 | 2 | 0 | 1.1 | -1 | 2.3
37. COc1ccc(CNC(=O)CCc2ccc(S(=O)(=O)N3CCCCCC3)cc2)cc1
    1 | -17 | -1 | · | -1.3 | -3 | 7 | -1.8 | 2 | -2.9
38. O=C(Nc1ccc(C2CC2(Cl)Cl)cc1)c1ccccc1Br (centres undefined)
    -1 | -7 | 14 | -2 | 0.7 | -4 | -4 | · | 0 | -1.0
39. CC1(C)OC2OC3C(CN)OC(c4ccccc4)OC3C2O1 (centres undefined)
    · | -3 | 7 | · | -0.3 | 0 | 1 | -0.9 | 10 | ·
40. COC(=O)c1cccc(CSC(=S)N2CCCC2)c1
    -13 | 3 | -9 | 73 | -2.0 | 1 | 7 | -0.5 | -4 | -0.4
41. Cc1ccc(SCC(=O)N/N=C/c2ccco2)cc1
    -2 | · | 5 | 18 | 0.8 | 0 | 8 | 0.8 | 14 | 0.2
42. CN(Cc1ccccc1)C(=O)C1CCN(S(C)(=O)=O)CC1
    8 | -2 | 5 | -5 | 0.3 | 2 | 10 | · | 4 | -0.6
43. CN(C(=O)COC(=O)c1cccc(NS(=O)(=O)c2ccc(F)c(F)c2)c1)C1CCS(=O)(=O)C1 (centres undefined)
    7 | 7 | -22 | 10 | -2.1 | 4 | -4 | · | 3 | 1.2
44. NC(=O)c1ccccc1NC(=O)N1CCOCC1
    6 | · | 5 | -13 | -0.9 | 2 | -12 | 1.7 | 5 | 2.2
45. Cc1nnc(SCC(=O)N2CC(=O)Nc3ccccc32)n1-c1ccccc1
    -3 | 14 | -7 | 22 | -0.6 | 3 | -5 | 0.0 | 1 | 4.4
46. COc1ccc(Cl)cc1N1C(=O)/C(=C\c2sccc2C)N=C1SCC(=O)NC1CC1
    -12 | -12 | 1 | -12 | -2.4 | -5 | 8 | -2.0 | 10 | 2.8
47. COc1ccc(-n2c(-c3ccc(Cl)cc3)n[nH]c2=S)c(OC)c1
    · | -5 | -3 | · | -0.9 | 4 | -1 | 1.4 | 2 | ·
48. CCC(O)CNc1nc(SC)nc2sc3c(c12)CCN(C)C3 (centres undefined)
    -5 | 1 | 8 | 16 | -0.7 | 84* | -107 | 3.8 | 17 | -0.5
49. Cc1ccc(C(=O)O)cc1N1CCCC1=O
    -5 | 0 | -30 | -10 | -2.1 | 3 | 2 | · | 4 | -0.8
50. O=S(=O)(c1ccc(Br)cc1)c1cnc2ccccc2n1
    1 | -6 | 6 | 16 | -0.9 | -3 | 16 | · | 8 | 0.8
51. O=C(Nc1cc(Cl)ccc1Cl)N1CCN(C(=O)Nc2cc(Cl)ccc2Cl)CC1
    · | -10 | 1 | · | 0.8 | 4 | 3 | · | -7 | ·
52. Cc1ccccc1NC(=O)NC(N)=O
    -1 | 3 | 1 | 5 | -1.1 | -1 | 4 | · | 0 | -0.8
53. Cc1c(C)c2c(OCC(=O)NCc3cccnc3)cc3c(c2oc1=O)CCC(C)(C)O3
    1 | -8 | 10 | 5 | -1.1 | 57* | -22 | 0.3 | 22 | -0.8
54. CO/C=C\C=C/c1nnn(-c2ccc(Cl)cc2)n1
    2 | 2 | -7 | 36 | -1.5 | 3 | -5 | · | 7 | -1.9
55. C=CCn1nc2ccccc2c1OCCO
    0 | 0 | 4 | · | -2.2 | 1 | 0 | 0.5 | 4 | -2.2
56. CCN1CCN(c2cc(C)c3cc(NC(=O)CCC(=O)Nc4ccc(OC)c(OC)c4)ccc3n2)CC1
    -6 | 2 | -1 | 21 | -2.2 | 18 | -6 | 0.0 | 22 | -2.2
57. CC(C)c1ccc(S(=O)(=O)N2CCN(C(=O)CN3C(=O)c4ccccc4C3=O)CC2)cc1
    5 | 7 | 15 | · | 0.0 | 0 | 1 | -0.1 | 1 | -0.3
58. COc1cc(CN2CCC(Oc3cc(C(=O)NC4CC4)ccc3OC)CC2)cc(OC)c1
    3 | 8 | 7 | 1 | -2.0 | 7 | 8 | -1.6 | 10 | -0.4
59. Cc1ccc(N/N=C/c2c(C)c(C#N)c(=O)n(C)c2O)cc1C
    · | -2 | 3 | 3 | -0.8 | -3 | 10 | 0.2 | 32* | ·
60. CCOc1ccccc1N(CC(=O)Nc1ccccc1C(=O)N1CCOCC1)S(C)(=O)=O
    -2 | -76 | -4 | 2 | -2.2 | -1 | 8 | 2.2 | -2 | 1.8

Pulled one by one from above (2):
Below each SMILES: Rv3671c inh | BoNT-F LC inh | MazEF act | VHR inh abs | FadD28 FP inh | Mtb FBA inh | CCHFV vOTU inh | BioA inh | GDH-TPI counter | Mtb UGM inh
48. CCC(O)CNc1nc(SC)nc2sc3c(c12)CCN(C)C3 (centres undefined)
    -5 | 1 | 8 | 16 | -0.7 | 84* | -107 | 3.8 | 17 | -0.5
41. Cc1ccc(SCC(=O)N/N=C/c2ccco2)cc1
    -2 | · | 5 | 18 | 0.8 | 0 | 8 | 0.8 | 14 | 0.2
